PfHsp40 yeast = rescue of yeast from PfHsp40 toxicity, primary screen, S. cerevisiae, ATP luminescence | S. cerevisiae expressing PfHsp40, growth rescue | growth rescue, % at 12.5 µM | hit rate 0.68% among 340,000; in the data active means growth rescue above about 28%, passing the limit was not always enough; inconclusive means no clear call, values can overlap the other calls;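 further: yeast W303a lacking pdr1 and pdr3 grown in galactose medium; growth measured after three days at 30 °C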
Vc quorum ag = inducers of Vibrio cholerae quorum light production without autoinducers, primary screen, BH1578 luxS cqsA deficient, single point | activation, % at 18.7 µM | V. cholerae BH1578 lux reporter, luminescence, 6 h | hit rate 0.16% among 350,000; in the data active means activation mostly above about 9.7%, no sharp cut-off; inconclusive means no clear call, values can overlap the other calls; inactive means mostly below about 3.7%; further: not every result past the cut was called active; inactives centre near 0; reference of the scale not given here
SARS 3CLpro inh = SARS-CoV 3CLpro protease inhibitors, primary screen, biochemical, quenched FRET. recombinant SARS-CoV 3CLpro, quenched FRET peptide cleavage. inhibition, % at 6 µM. hit rate 0.14% among 290,000; in the data active means inhibition above about 12%
Anthrax LF prot = Bacillus anthracis LF protease inhibitors, primary screen, biochemical, multiplex microsphere, MLPCN library; Lethal factor (Bacillus anthracis), P15917; multiplex microsphere protease cleavage assay; inhibition, % at 10 µM; hit rate 0.12% among 360,000; further: plate controls were buffer without enzyme for full effect and enzyme alone for no effect
Target sequence (P15917 whole entry, looked up): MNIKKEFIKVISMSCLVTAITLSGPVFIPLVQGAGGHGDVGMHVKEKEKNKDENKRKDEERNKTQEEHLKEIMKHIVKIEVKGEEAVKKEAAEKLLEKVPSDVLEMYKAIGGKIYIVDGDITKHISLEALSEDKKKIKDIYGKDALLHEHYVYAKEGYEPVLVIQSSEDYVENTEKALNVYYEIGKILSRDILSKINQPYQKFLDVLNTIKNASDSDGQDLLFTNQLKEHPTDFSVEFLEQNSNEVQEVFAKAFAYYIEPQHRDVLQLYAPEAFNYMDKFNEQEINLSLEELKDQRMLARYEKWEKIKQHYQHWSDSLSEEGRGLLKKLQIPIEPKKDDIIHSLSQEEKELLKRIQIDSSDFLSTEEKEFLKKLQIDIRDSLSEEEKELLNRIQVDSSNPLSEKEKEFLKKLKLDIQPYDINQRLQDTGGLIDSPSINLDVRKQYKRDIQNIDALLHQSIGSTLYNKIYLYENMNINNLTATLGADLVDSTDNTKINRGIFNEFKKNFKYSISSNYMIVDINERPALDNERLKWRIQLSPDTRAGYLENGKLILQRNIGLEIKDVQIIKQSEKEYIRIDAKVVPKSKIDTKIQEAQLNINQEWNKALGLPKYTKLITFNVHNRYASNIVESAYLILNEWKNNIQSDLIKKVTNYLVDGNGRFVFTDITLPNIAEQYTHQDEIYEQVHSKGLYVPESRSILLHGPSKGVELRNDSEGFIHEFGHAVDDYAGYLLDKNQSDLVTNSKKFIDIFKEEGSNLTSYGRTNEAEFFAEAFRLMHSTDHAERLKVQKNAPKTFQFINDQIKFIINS
TcdB inh = TcdB glycohydrolase inhibitors, primary screen, biochemical, single point, plate reader; Toxin B (Clostridioides difficile), P18177; TcdB glycohydrolase enzymatic assay; inhibition, % at 9.99 µM; hit rate 0.24% among 350,000; AID 652162, 2013; in the data active means inhibition above about 10%
Y pestis TopoI = Yersinia pestis topoisomerase I inhibitors, primary screen, biochemical, cleavage product accumulation, plate reader, single point; activity, % at 10 µM; Y. pestis Topo-I cleavage product accumulation; hit rate 0.064% among 360,000; AID 504884, 2011; in the data active means activity above about 50%, passing the limit was not always enough; inconclusive means no clear call, values can overlap the other calls; further: inactives centre near 2
PrPC TRFRET = inhibitors of human cell surface prion protein PrPC, primary screen, cell-based, TR-FRET | hit rate 0.43% among 370,000 | Major prion protein (Homo sapiens), P04156 | TR-FRET read-out | inhibition, % at 13.8 µM | AID 720596, 2013; in the data active means inhibition above about 24%; further: 0% = median of the test wells and 100% = reference compound wells
PriA SSB inh = inhibitors of Klebsiella pneumoniae PriA binding to SSB C-terminal tail, primary screen, biochemical, AlphaScreen. PriA–SSB C-terminal tail interaction (Klebsiella pneumoniae). AlphaScreen SSBct-PriA binding, biotinylated peptide. inhibition, % at 33 µM. hit rate 0.6% among 430,000. AID 1272365, 2023; in the data active means inhibition mostly above about 37%, no sharp cut-off; inactive means mostly below about 20%;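 further: plate controls were negative control peptide for no effect and reference peptide for full effect; strong numbers were not always called active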
BoNT-A LC inh2 = BoNT/A light chain protease inhibitors, primary screen, biochemical, flow cytometry, MLPCN library. Botulinum neurotoxin type A light chain protease (Clostridium botulinum A str. ATCC 3502). multiplex microsphere protease substrate cleavage. inhibition, % at 10 µM. hit rate 0.17% among 360,000. AID 588499, 2011; further: plate controls were buffer without enzyme for full effect and enzyme alone for no effect
* hit, by the source's call; i = inactive; ? = inconclusive; · = no result given; & = joins results of further samples. Unless noted, no stated cut-off is given here; in the data, active means inhibition above about 30%; inconclusive means no clear call, values can overlap the other calls; inactive means below that.

SMILES	PfHsp40 yeast	Vc quorum ag	SARS 3CLpro inh	Anthrax LF prot	TcdB inh	Y pestis TopoI	PrPC TRFRET	PriA SSB inh	BoNT-A LC inh2
CCN(CC)S(=O)(=O)c1ccc(N2CCCCC2)c(NC(=O)C2=COCCO2)c1	-0.8	i	·	-2	1.1	3	-3	2	1.7
CC(C)CCNC(=O)c1cc(C(=O)c2cc(F)ccc2O)cn(CCC(C)C)c1=O	1.1	i	-4	-2	0.4	-5	1	-1	-0.9
N#Cc1ccc(-n2c(-c3ccccc3)nnc2-c2ccccc2)cc1C#N	2.3	i	3	-10	·	-5	-9	-11	-0.5
NS(=O)(=O)c1ccc(NC(=S)NC(=O)/C=C/c2cccs2)cc1	0.6	-0.5	0	-2	2.3	4	-5	-6	0.2
CCc1ccc(NC(=O)CSc2nc3ccccc3c(=O)n2CCCC(=O)N2CCCC2)cc1	-0.9	-1.4	-4	-4	·	-1	3	-2	1.8
COC1=C(C)C(O)=C(C(=O)/C=C/c2ccccc2)C(=O)C1(C)C	1.3	i	·	-6	0.9	-1	-2	-13	0.2
CN(Cc1ccccn1)Cc1cn(Cc2ccccc2)nc1-c1ccc2c(c1)OCO2	1.2	-1.4	4	-2	0.4	0	-4	3	-0.4
COC(=O)CCCn1cc(CN2CC(N3CCN(C)CC3)CS2(=O)=O)nn1 (stereo not given)	·	·	·	-3	0.3	·	1	·	-1.0
COc1ccccc1NS(=O)(=O)c1ccc(C(=O)N2CCCC(C(F)(F)F)C2)cc1 (stereo not given)	-0.4	i	·	-2	0.0	10	1	-7	-0.8
O=S(=O)(NCCc1ccc(F)cc1)c1cc(C(F)(F)F)ccc1Br	2.5	-0.2	·	7	-0.1	7	13	-7	-0.2
Cc1ccnc(SCc2cc(=O)c(OC(=O)c3ccco3)co2)n1	-0.1	i	0	-1	·	10	-3	-6	2.9
COc1ccc(CCN2C(=O)NC(NS(=O)(=O)c3ccc(NC(C)=O)cc3)(C(F)(F)F)C2=O)cc1OC (stereo not given)	0.1	-0.1	0	-2	0.1	4	-5	-11	-0.3
CC(C)c1ccc(NC(=O)COc2nncc3ccccc23)cc1	0.0	-0.5	0	-1	0.4	-1	-8	0	0.4
COc1ccc(S(=O)(=O)NC(C)C)cc1C(=O)NC1CCCCC1	0.0	-0.4	1	2	·	2	-3	-14	-0.6
C=CCNc1ncnc2c1[nH]c1ccc(Cl)cc12	1.3	-0.1	2	-14	·	0	18	·	-0.3
Cc1cc(S(=O)(=O)NCc2ccc(S(N)(=O)=O)cc2)c(C)s1	2.1	i	0	-2	·	-14	2	-2	2.6
CC1(C(=O)NNC(=S)NCC2CCCO2)CC1(Cl)Cl (stereo not given)	-1.1	0.5	-5	9	1.0	-2	2	-19	-0.6
Cc1ccc(NC(=O)c2ccc(=O)[nH]n2)cc1S(=O)(=O)Nc1ccc(SC(F)F)cc1	0.4	1.8	·	-8	0.9	4	1	0	-0.3
C/C(=N\NS(=O)(=O)c1ccc(C(C)(C)C)cc1)c1ccccc1	0.8	0.6	9	-5	0.5	6	-3	·	-0.7
COc1cccc(CN2CCN(c3nc4nonc4nc3N3CCCCC3)CC2=O)c1	0.3	-0.2	-8	2	-0.1	13	3	8	-0.8
CCNC(=O)CCSc1nc2cc(Cl)ccc2o1	111*	i	-3	-6	·	-1	9	-7	-0.6
COc1ccccc1Oc1nc2ccccn2c(=O)c1/C=C(\C#N)C(=O)Nc1c(C)n(C)n(-c2ccccc2)c1=O	0.8	0.6	2	4	1.1	5	-6	-8	0.9
CCOC(=O)c1sc(-c2ccccc2)cc1NC(=O)Nc1ccccc1	1.2	-0.1	4	0	-1.6	-15	-40	-1	4.0
COc1ccc(C2(c3ccc(OC)cc3)NC(=O)N(CC(=O)N(C)C)C2=O)cc1	0.3	-0.3	1	6	0.0	3	-5	-1	0.3
COc1ccc(/C=N/Nc2cc(C)nc3ccc(Br)cc23)cc1	-0.2	-0.4	-15	15	0.0	-53	2	·	26
CC(C)c1nc(N2CCOCC2)c(C#N)c2c1CCC2	-0.6	i	5	-4	·	15	6	-10	-0.7
Cc1sc2nc(-c3cccs3)oc(=O)c2c1C	·	-0.5	4	-5	0.7	2	-3	-13	1.5
CN(CCOc1ccc(Cl)cc1)CC(O)c1ccccc1 (stereo not given)	2.8	-0.4	0	3	0.3	-9	-1	-17	1.3
O=C(Nc1nc2ccccc2[nH]1)c1ccc(Cl)c(S(=O)(=O)N2CCCC2)c1	-0.6	i	4	-5	·	-2	·	15	0.5
Cc1cc(NC(=O)CSc2nc3ccccc3c(=O)n2-c2ccccc2)no1	0.8	i	-2	1	0.6	6	-5	-7	-0.2
CCCCCOc1ccc(/C=C/c2c([N+](=O)[O-])c(=O)n(C)c(=O)n2C)cc1	-1.0	-0.7	-1	4	3.0	-8	-1	5	-0.7
CCOC(=O)c1cc(C#N)c(N2CCN(C(=O)c3ccccc3)CC2)nc1C(F)(F)F	-1.1	i	4	-11	-1.1	17	2	-9	?
Cc1cc2oc(=O)cc(CN3CCN(Cc4ccc5c(c4)OCO5)CC3)c2cc1C	-0.6	·	2	-4	·	8	-5	-19	-0.1
O=S(=O)(NC1CCCCC1N1CCCCC1)c1ccc(Cl)cc1 (stereo not given)	1.5	-0.1	-1	4	0.7	10	2	0	-5.9
CCCCNC(=S)NNC(=O)c1ccc(Br)o1	-0.2	-0.3	1	-2	·	-4	2	1	-0.1
Cc1ccc2c(c1)=C(c1ccccc1)N(O)CC(=O)N=2	-1.3	i	4	2	0.3	0	4	2	-3.1
CSc1ccc(Cl)c(C(=O)NCCOc2ccccc2)c1	2.7	-1.4	4	2	·	16	2	-14	-0.5
O=c1[nH]c2sc3c(c2c(=O)n1Cc1ccccc1)CCC3	-1.2	12	4	-2	·	5	-5	-10	-1.1
Cc1ccccc1-c1cc(C(=O)N/N=C/c2cccnc2)c2ccccc2n1	2.0	-1.3	-8	0	0.6	2	-3	·	-2.9
O=C(Nc1ccc(S(=O)(=O)N2CCCCC2)cc1)c1ccc(Cl)nc1	1.1	i	·	·	0.2	5	2	2	·
C/C(=N\NC(=O)c1csc(C)c1C)c1ccc(Cl)s1	-0.2	i	5	-6	·	-1	-2	·	1.4
Cc1nn(CC2CC2)c(=O)n1-c1ccc(C(C)C)cc1	-0.2	-0.5	1	-6	1.4	-2	5	-7	0.2
Cc1ccc2nc(C)cc(C(=O)N/N=C/c3ccncc3)c2c1	2.6	1.4	1	-2	-0.7	1	1	·	-2.0
O=C(/C(=C/O)N=Nc1ccccc1)c1ccc(Cl)cc1	-0.2	i	2	0	1.2	5	0	·	-0.6
O=C(NCc1ccc2c(c1)OCO2)C1CCCN1S(=O)(=O)c1ccc(Cl)cc1 (stereo not given)	-0.6	-0.4	4	-2	-4.3	-7	8	0	-1.0
O=C(Nc1ccc(S(=O)(=O)N2CCCCCC2)cc1)c1ccco1	2.6	-1.6	1	-6	·	-1	9	-8	-0.6
CN(Cc1nccn1C)C(=O)CC1C(=O)NCCN1Cc1ccc(F)cc1Cl (stereo not given)	-0.8	i	-3	-9	0.7	10	8	-10	0.1
N#CCCNC(=O)CCN1CCOCC1	-0.5	i	-4	0	·	-3	-4	-18	-0.1
CC(C)C[C@H](NC(=O)c1nc[nH]c1C(=O)N1CCN(c2ccccc2)CC1)C(=O)OC(C)(C)C	-0.5	i	·	8	0.3	-3	-4	12	0.0
C=CCNC(=O)COC(=O)c1cc(S(=O)(=O)N2CCOCC2)ccc1N1CCCCC1	-0.8	-0.2	5	2	0.8	9	-1	-22	0.7
COC(=O)N/N=C(\C)c1ccco1	-1.6	-0.2	1	-4	1.0	4	-1	·	0.3
FC(F)(F)c1cccc(N2CCN(C3CC4CCC3C4)CC2)c1 (stereo not given)	0.6	-0.6	5	-7	1.3	-1	-6	-32	-3.4
Cc1c(Br)c([N+](=O)[O-])nn1CC(=O)Nc1ccc(Cc2ccncc2)cc1	-0.2	i	2	-1	·	10	-5	2	0.1
CCCCN(C=O)c1c(CC)nc2c(OCCOc3ccc(F)cc3)cccn12	·	0.0	·	-7	1.5	33	8	·	-0.8
COc1ccc(NC(=O)CN2C(=O)C(C)Oc3ccc(C)cc32)cc1 (stereo not given)	0.2	i	1	11	1.0	5	4	-6	-0.5
CCn1cc(C(=O)c2ccccc2)c2ccccc21	-0.9	-0.9	4	-4	·	11	-3	-33	?
CC(OC(=O)COc1ccc(C#N)cc1)C(=O)Nc1ccc(Cl)cn1 (stereo not given)	-0.1	-0.2	·	·	0.9	-1	-3	0	·
Cc1ccc[n+](CC2OCc3ccccc3CO2)c1	-1.1	-0.2	-1	0	-0.1	-3	7	2	-0.4
Cc1nc2ccccc2n1C1CC(=O)N(N(C)C)C1=O (stereo not given)	0.9	1.1	-2	1	0.0	2	5	-7	0.4
Cc1nn(Cc2ccccc2)c(Cl)c1C(=O)OCC(=O)NCC1CCCO1 (stereo not given)	-0.6	-0.4	-4	-5	1.0	-17	-1	-5	0.0
Additional compounds.
SMILES	PfHsp40 yeast	Vc quorum ag	SARS 3CLpro inh	Anthrax LF prot	TcdB inh	Y pestis TopoI	PrPC TRFRET	PriA SSB inh	BoNT-A LC inh2
CCOC(=O)c1cnc(SCC(=O)NCc2ccco2)nc1N	-0.7	-0.2	2	-9	·	7	-4	-2	0.3
CC(C)(C)c1ccc(S(=O)(=O)Nc2ccc(C(=O)N3CCCC3)cc2)cc1	0.6	i	-1	-2	0.0	25	11	5&-10	1.4
C=CCc1c(C)nc(SC)nc1Nc1ccc(C)cc1	-0.9	i	3	-4	0.5	13	8	-26	0.8
Cc1[nH]c2ccc(C(=O)NC3CCC(C)CC3)cc2c1C (stereo not given)	1.1	0.0	2	-2	-0.2	2	-3	5	1.7
CC1(C(=O)NS(=O)(=O)c2cccc(C#N)c2)CCN1C(=O)c1ccco1 (stereo not given)	·	i	·	-2	0.0	-2	3	·	0.5
Cc1ccc(NC(=O)COc2cccc(Oc3ccccc3)c2)cc1S(=O)(=O)N1CCOCC1	2.0	-1.3	·	6	0.9	23	-3	-5	-0.6
COC(=O)C[N+](C)(C)C/C=C\c1ccccc1	-0.5	-0.1	3	-4	·	-16	9	-19	0.5
Cc1nn(C)c(C(=O)NNC(=S)NC2CCCCC2)c1Cl	1.6	-0.2	3	-2	·	0	-4	-16	0.3
CCN(CC(=O)Nc1c(F)cccc1F)C(=O)CCN1C(=O)C2CCCCC2C1=O (stereo not given)	-1.2	i	·	2	0.5	8	-4	5	1.4
COc1ccc(S(=O)(=O)N2CCCC2)c(Cl)c1Cl	-0.9	0.5	2	-16	0.1	1	13	-11	-0.7

A draw from above in order of SMILES length, high to low:
SMILES	PfHsp40 yeast	Vc quorum ag	SARS 3CLpro inh	Anthrax LF prot	TcdB inh	Y pestis TopoI	PrPC TRFRET	PriA SSB inh	BoNT-A LC inh2
Cc1ccc(NC(=O)COc2cccc(Oc3ccccc3)c2)cc1S(=O)(=O)N1CCOCC1	2.0	-1.3	·	6	0.9	23	-3	-5	-0.6
CCN(CC(=O)Nc1c(F)cccc1F)C(=O)CCN1C(=O)C2CCCCC2C1=O (stereo not given)	-1.2	i	·	2	0.5	8	-4	5	1.4
Cc1[nH]c2ccc(C(=O)NC3CCC(C)CC3)cc2c1C (stereo not given)	1.1	0.0	2	-2	-0.2	2	-3	5	1.7
CCOC(=O)c1cnc(SCC(=O)NCc2ccco2)nc1N	-0.7	-0.2	2	-9	·	7	-4	-2	0.3
COc1ccc(S(=O)(=O)N2CCCC2)c(Cl)c1Cl	-0.9	0.5	2	-16	0.1	1	13	-11	-0.7

High-throughput results as filed in PubChem BioAssay.

Only part of the results is shown; rates above refer to the full screens.
